A549 viability: Nrf2 qHTS screen for inhibitors: counterscreen for cytotoxicity. A549 ARE-Fluc cells, CellTiter-Fluor viability, 18-24 h. Potency, µM (titrated, usually from 46 µM), for inactives: at the highest dose activity change, negative = cytotoxicity, actives largely listed as inhibitors. hit rate 0.16% among 390,000. AID 504648, 2011; also: % is scaled to controls: 0 for no effect and ±100 for the full control effect
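A549 ARE-Fluc cells in 5% FBS OPTI-MEM, 5000 cells/well, rested 2 h then exposed to compounds in concentration-response for 18-24 h at 37 °C. Viability by CellTiter-Fluor fluorescence (Ex 405/Em 525) after 30 min; luciferase luminescence (BugLite, 15 min, RT) read afterwards.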
EPAC2 antag: qHTS for Antagonist of cAMP-regulated guanine nucleotide exchange factor 2 (EPAC2): primary screen. Potency, µM (highest dose often 114 µM), inactives show at the top dose activity, negative = inhibition, actives largely listed as inhibitors. EPAC2 GEF exchange of Rap1B-BODIPY-GDP, fluorescence. AID 720708, 2013. hit rate 0.18% among 360,000; also: % is scaled to controls: 0 for no effect and ±100 for the full control effect; nearly all actives have a fitted effect of over 45% in size; many of its hits are not listed in these tables
Target sequence (Q8WZA2 whole entry, looked up): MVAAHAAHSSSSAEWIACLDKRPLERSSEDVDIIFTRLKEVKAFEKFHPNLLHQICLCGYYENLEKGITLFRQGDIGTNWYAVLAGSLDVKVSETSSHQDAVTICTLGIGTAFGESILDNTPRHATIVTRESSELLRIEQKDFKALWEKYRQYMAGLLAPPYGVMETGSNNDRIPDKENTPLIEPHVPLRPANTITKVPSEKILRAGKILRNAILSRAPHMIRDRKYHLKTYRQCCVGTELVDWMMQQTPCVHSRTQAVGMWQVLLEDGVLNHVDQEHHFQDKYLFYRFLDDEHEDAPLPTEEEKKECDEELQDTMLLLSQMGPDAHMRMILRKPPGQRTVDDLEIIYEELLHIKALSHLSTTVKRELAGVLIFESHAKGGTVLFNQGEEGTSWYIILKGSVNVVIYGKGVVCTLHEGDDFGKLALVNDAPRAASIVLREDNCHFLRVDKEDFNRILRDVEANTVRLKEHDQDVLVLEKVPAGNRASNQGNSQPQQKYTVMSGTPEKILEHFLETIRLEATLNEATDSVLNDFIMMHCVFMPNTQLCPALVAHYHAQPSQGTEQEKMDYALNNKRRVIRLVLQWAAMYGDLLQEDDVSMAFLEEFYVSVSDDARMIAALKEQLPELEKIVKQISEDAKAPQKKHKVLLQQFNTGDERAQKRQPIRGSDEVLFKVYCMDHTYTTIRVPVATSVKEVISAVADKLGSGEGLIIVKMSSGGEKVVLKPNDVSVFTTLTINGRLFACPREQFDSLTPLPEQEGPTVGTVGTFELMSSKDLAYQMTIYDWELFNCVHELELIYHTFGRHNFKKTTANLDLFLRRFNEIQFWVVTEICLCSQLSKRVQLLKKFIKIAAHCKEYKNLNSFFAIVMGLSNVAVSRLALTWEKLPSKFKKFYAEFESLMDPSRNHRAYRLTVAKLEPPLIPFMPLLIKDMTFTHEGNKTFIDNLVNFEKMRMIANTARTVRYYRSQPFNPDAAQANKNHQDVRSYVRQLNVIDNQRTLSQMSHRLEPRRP
TGFb SMAD3 inh: qHTS for Inhibitors of TGF-b; hit rate 1.2% among 410,000; HepG2 CAGA-GFP TGF-b/SMAD3 reporter, GFP fluorescence, 18 h; TGF-beta stimulated, 500 pg/mL final; Potency, µM (highest dose often 46.1 µM), for the others: at the top dose activity, negative = inhibition, hits mostly inhibitors; also: % is scaled to controls: 0 for no effect and ±100 for the full control effect; nearly all actives have a fitted effect of over 65% in size
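Cell-based qHTS in HEPG2 carrying a CAGA-GFP Smad reporter; compounds added before 500 pg/mL final TGF-beta, 18 h incubation at 37 degrees C, GFP fluorescence quantified per cell by imaging cytometry.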
Nrf2 inh: Nrf2 qHTS screen for inhibitors. A549 ARE-Fluc reporter, luciferase luminescence, 18-24 h. Potency, µM (highest dose often 46 µM), for inactives: top-dose activity change, negative = inhibition, actives largely listed as inhibitors. hit rate 2.1% among 360,000; also: % is scaled to controls: 0 for no effect and ±100 for the full control effect; nearly all actives have a fitted effect of over 60% in size
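Cells were seeded and rested 2 h, then exposed to compounds for 18-24 h. CellTiter-Fluor was read first as a viability measure. BugLite was added 15 min before the final luminescent read of ARE-luciferase activity in A549 cells.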
MCF10A rerep: A quantitative high throughput screen for small molecules that induce DNA re-replication in MCF 10a normal breast cells. Potency, µM (top dose mostly 46.1 µM), for inactives: top-dose activity, positive = re-replication, most hits filed as activators. hit rate 2.9% among 350,000. MCF 10A DNA re-replication, Hoechst nuclear intensity, 48 h; also: % of control where 0% means no effect; nearly all actives have a fitted effect of over 50% in size
ATXN2 expr inh: Primary qHTS for Inhibitors of ATXN expression; HEK-293 ATXN2-luciferase reporter, luminescence, 24 h; Potency, µM (top dose mostly 57 µM), for the others: at the top dose activity change, negative = inhibition, usual class: inhibitors; hit rate 0.72% among 360,000; AID 1745845, 2022; also: % is scaled to controls: 0 for no effect and ±100 for the full control effect; nearly all actives have a fitted effect of over 55% in size
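ATXN2-luciferase reporter cells (luciferase flanked by upstream and downstream ATXN2 gene portions) were treated 24 h at 37 °C with compounds at up to 57 uM. SteadyGlo luminescence gave expression; GF-AFC fluorescence gave viability.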
Nrf2 ARE act: qHTS of Nrf2 Activators | AID 624171, 2012 | hit rate 0.31% among 410,000 | AREc32 ARE-luciferase reporter (MCF7-derived line), luminescence, 24 h | Potency, µM (series often up to 46.1 µM), for the others: at the top dose activation, hits mostly activators; also: % of control where 0% means no effect; nearly all actives have a fitted effect of over 65% in size
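Nrf2 activation is followed as ARE-luciferase induction in the AREc32 line after one day of compound treatment; luminescence is read with Steady-Glo.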
HepG2 tox: qHTS for Inhibitors of TGF-b: Cytotox Counterscreen. HepG2 CAGA-GFP viability, ATP luminescence, 18 h. hit rate 0.76% among 410,000. Potency, µM (series often up to 46.1 µM), inactives show top-dose activity change, negative = cytotoxicity, usual class: cytotoxic. AID 588856, 2011; also: some results filed as inactive show a strong effect at the top dose
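HepG2 CAGA-GFP cells (1000/well, DMEM with 1% FBS) received compound, then TGF-beta at 500 pg/mL final, and were incubated 18 hours at 37 degrees C. Viability was read by CellTiter-Glo luminescence. Media-only wells were set as complete cell-killing and DMSO as no toxicity.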
S2 tox: Viability Counterscreen for Primary qHTS for Inhibitors of ATXN expression. S2 cells (HEK-293 line with an ATXN2-luciferase reporter) viability, CellTiter-Fluor protease fluorescence, 24 h. Potency, µM (series often up to 56.7 µM), most hits filed as cytotoxic. hit rate 0.49% among 400,000. AID 651635, 2014; also: nearly all actives have a fitted effect of over 40% in size
* marks the source's active call; other numbers are inactive results; i = inactive; ? = inconclusive; nt = no result given; & = joins results of further samples; [ ] = another dose, or the depositor's remark. Calls follow the shape of the dose curve; as a rule, active = well fitted curve in the direction sought with a large enough effect; inconclusive = small, poorly fitted or top-dose-only effect, or another doubt; inactive = no such curve, though single readings can be large; an effect the other way counts as inactive or inconclusive. Potency is read from the fitted curve at half-maximal effect.

SMILES	A549 viability	EPAC2 antag	TGFb SMAD3 inh	Nrf2 inh	MCF10A rerep	ATXN2 expr inh	Nrf2 ARE act	HepG2 tox	S2 tox
COCC(C)N1CCC(n2nccc2NC(=O)CCCc2ccccc2)CC1 (configuration not stated)	10%	3%	17%	-6%	3%	3%	-0.1%	-1%	i
CC(C)CNC(=O)C1(C)CCCN1Cc1ccc(S(C)(=O)=O)cc1 (configuration not stated)	nt	4%	0%	nt	nt	13%	-1.0%	-22%	i
COc1ccc(CCc2nc(-c3cccs3)no2)cc1	2%	3%	-27%	4%	20%	nt	4.0%	-20%	i
C/C(=N\NC(=O)C1CC1)c1cccnc1	-5%	7%	2%	3%	1%	4%	-0.2%	-5%	?
CC(=O)Nc1cccc2c1C(=O)N(c1ccccc1C)C2=O	-2%	8%	-1%	-2%	1%	-8%	-0.4%	2%	i
CC(C(=O)c1ccc(-c2ccccc2)cc1)[n+]1cccc(Br)c1 (configuration not stated)	-1%	-3%	9%	-7%	12%	?	0.8%	-9%	?
Cc1ccc(-n2nnnc2SCC(=O)c2c(N)n(CC(C)C)c(=O)n(C)c2=O)cc1	3%	-2%	-10%	10%	9%	-6%	0.1%	-28%	i
C=CCc1ccc(OCCOc2cccc(/C=N/n3cnnc3)c2)c(OC)c1	-4%	19%	-8%	?	11%	-17%	0.2%	-31%	i
CSc1nc2c(c(=O)[nH]c(=O)n2C)n1Cc1ccccc1	7%	9%	6%	-8%	-4%	8%	3.0%	0%	i
Cn1c(=O)n(Cc2ccccc2)c(=O)c2c1nc1n2CCN1c1ccccc1	9%	nt	1%	-6%	nt	nt	0.5%	-27%	nt
Cc1nnc(N2CCN(C(=O)Nc3cccc(C(F)(F)F)c3)CC2)c2nn(-c3ccccc3)c(C)c12	-10%	nt	4%	-2%	nt	0%	-0.9%	-2%	i
O=C(COc1cccc2ccccc12)NNC(=O)c1cnccn1	-5%	17%	?	-19%	11%	-21%	-0.4%	-6%	i
O=C1C(=O)N(CNc2ccccn2)c2ccccc21	9%	-5%	0%	?	7.3µM*	-20%	3.1%	-7%	?
NS(=O)(=O)c1ccc(CNC(=O)/C=C/c2ccccc2[N+](=O)[O-])cc1	1%	1%	-23%	-3%	-2%	nt	0.2%	-9%	i
Cc1cccc(N2C(=O)CN=C2Nc2nc(C)cc(C)n2)c1	-3%	10%	-26%	1%	-10%	-1%	0.2%	-4%	i
COC(=O)C1=C(C)N(Cc2ccccc2)C(=NCCc2c[nH]c3ccccc23)N[C@H]1c1ccccc1	-1%	-5%	?	10%	19%	?	-3.7%	10µM*	?
O=C(NCc1ccncc1)c1ccc(S(=O)(=O)Nc2ccccc2)cc1	-2%	0%	-25%	-2%	5%	7%	0.0%	-1%	i
Cc1c(C)c2c(OCC(=O)N3CCC(C(=O)O)CC3)cc3c(c2oc1=O)CCC(C)(C)O3	10%	?	-4%	-12%	11%	-11%	2.7%	-7%	i
Cc1ccc(CCNC(=O)Cn2c(-c3cccs3)cc3cc(F)ccc32)cc1	0%	nt	-4%	3%	nt	-4%	3.9%	-2%	?
CCOC(=O)c1c(C)n(CCO)c2ccc(O)cc12	7%	12%	4%	nt	-21%	6%	-0.4%	-6%	i
Cc1ccc2[nH]cc(CCNC(=O)c3cccnc3)c2c1	1%	4%	-3%	-20%	21µM*	-4%	0.0%	-1%	i
CCn1c(SCC(=O)NCC2CCCO2)nc2c(c1=O)SC(C)C2 (configuration not stated)	-4%	9%	2%	-33%	2%	-4%	0.3%	-16%	i
CC1(C(=O)NC2CCCCCC2)CCC(=O)N1Cc1ccc2c(c1)OCO2 (configuration not stated)	-2%	-14%[57.1 µM]	0%	-15%	1%	1%	-0.6%	2%	i
Cc1ccc(NC(=O)c2sc3nc(N)c(C#N)cc3c2N)cc1	-1%	-3%	?	-28%	99%	38%[activator]	9.4%	-12%	i
CSC1=N/C(=C/c2cccnc2)C(=O)N1Cc1ccccc1	-5%	-5%	0%	-6%	0%	-9%	2.7%	-6%	nt

Some of these compounds in order of count of non-hydrogen atoms, ascending.
SMILES	A549 viability	EPAC2 antag	TGFb SMAD3 inh	Nrf2 inh	MCF10A rerep	ATXN2 expr inh	Nrf2 ARE act	HepG2 tox	S2 tox
O=C(NCc1ccncc1)c1ccc(S(=O)(=O)Nc2ccccc2)cc1	-2%	0%	-25%	-2%	5%	7%	0.0%	-1%	i
CC1(C(=O)NC2CCCCCC2)CCC(=O)N1Cc1ccc2c(c1)OCO2 (configuration not stated)	-2%	-14%[57.1 µM]	0%	-15%	1%	1%	-0.6%	2%	i
C=CCc1ccc(OCCOc2cccc(/C=N/n3cnnc3)c2)c(OC)c1	-4%	19%	-8%	?	11%	-17%	0.2%	-31%	i

An excerpt from above in order of the TGFb SMAD3 inh value, descending:
mol | TGFb SMAD3 inh
CC(C(=O)c1ccc(-c2ccccc2)cc1)[n+]1cccc(Br)c1 (configuration not stated) | 9%
C/C(=N\NC(=O)C1CC1)c1cccnc1 | 2%
Cn1c(=O)n(Cc2ccccc2)c(=O)c2c1nc1n2CCN1c1ccccc1 | 1%
CC1(C(=O)NC2CCCCCC2)CCC(=O)N1Cc1ccc2c(c1)OCO2 (configuration not stated) | 0%
CC(=O)Nc1cccc2c1C(=O)N(c1ccccc1C)C2=O | -1%
COc1ccc(CCc2nc(-c3cccs3)no2)cc1 | -27%

Going on with the list:
SMILES	A549 viability	EPAC2 antag	TGFb SMAD3 inh	Nrf2 inh	MCF10A rerep	ATXN2 expr inh	Nrf2 ARE act	HepG2 tox	S2 tox
CC(Sc1nncn1C)C(=O)Nc1nnc(-c2ccccc2)s1 (configuration not stated)	0%	-3%	-8%	22%	1%	5%	3.3%	11%	?
CC(=O)NC(C)(C)C1CC=C(C)/C(=N\O)C1 (configuration not stated)	-2%	-2%	5%	-10%	14%	3%	-0.6%	-11%	i
Cc1ccccc1NS(=O)(=O)c1ccc2c(c1)oc(=O)n2C	9%	-1%	3%	-20%	-3%	nt	-0.2%	1%	i
COc1cc(OC)c2ccc(=O)oc2c1C(CC(=O)N1CCN(c2ccccc2)CC1)c1ccc2c(c1)OCO2 (configuration not stated)	-14%&-8%	-8%	-11%&0%	-17%&-14%	14%	-18%	0.4%	3%&-7%	?
CCOC(=O)c1c(NC(=O)/C=C/c2ccc(C(C)C)cc2)sc2c1CCC2	0%	nt	-6%	0%	nt	nt	-0.4%	-6%	nt
COc1cccc(C(=O)Nc2cc3cc(OC)ccc3oc2=O)c1	1%	nt	0%	5%	nt	10%	0.3%	10%	i
COC(=O)c1cc2cc(Cl)ccc2nc1SC	0%	-9%	18%	?	13%	-7%	0.4%	-30%	i
Cc1oc(-c2ccccc2Cl)nc1CSc1nc2c(c(=O)[nH]1)CCCC2	1%	-3%	23%	-11%	-1%	nt	0.4%	18%	i
CCOC(=O)N1CCC(N(CCN(C)C)C(=S)Nc2cccc(C)c2)CC1	-1%	1%	10%	11%	-5%	3%	0.1%	5%	i
C/C=C(/C)C(=O)O[C@@H]1c2cc3c(c(OC)c2-c2c(cc(OC)c(OC)c2OC)[C@@H](OC(C)=O)[C@@H](C)[C@H]1C)OCO3	-1%	?	10%	-8%	24%	-6%	-1.4%	-3%	i
COc1ccc(OC)c(NC(=O)CSc2nccn2Cc2ccco2)c1	-1%	-9%	24%	?	7%	8%	3.7%	18%	i
Cc1cc(C)c(O)c(-c2cc(C(=O)Nc3ccc(S(=O)(=O)N4CCOCC4)cc3)[nH]n2)c1	?	-15%	?	?	?	18µM*	-1.7%	-60%	?
COc1cccc(-n2nnnc2SCC(=O)Nc2ccc(OC)cc2OC)c1	-5%	-1%	24%	-7%	3%	-19%	0.2%	11%	i
C/C(=N\Nc1cccc(Cl)c1)c1ccncc1	0%	-14%	23%	18%	1%	8%	11%	-51%	i
Cn1ccc(=S)c2ccccc21	?	0%	10%	-19%	1%	-4%[11.3 µM]	-0.1%	-36%	i
CC1=C(C(=O)Nc2ccc(C)cc2C)C(c2cccn2C)n2ncnc2N1 (configuration not stated)	-8%	nt	13%	nt	nt	12%	0.2%	-3%	i
CN(C(=O)CN1C(=O)c2ccc([N+](=O)[O-])cc2C1=O)C1CCCCC1	-1%	-2%	-28%	1%	1%	-6%	-0.2%	0%	i
CCN(C(=O)COC(=O)/C(=C/c1ccccc1)NC(C)=O)c1c(N)n(Cc2ccccc2)c(=O)[nH]c1=O	2%	10%	5%	8%	-3%	0%	2.0%	2%	i
O=C(CN(C(=O)c1ccc(Cl)cc1Cl)N1C(=O)C2C3C=CC(C3)C2C1=O)c1ccc(F)cc1 (configuration not stated)	-7%	-5%	-4%	?	?	3%	-0.5%	-5%	i
O=C(COC(=O)CCc1ccccc1)NNC(=O)c1ccccc1	-4%	15%	0%	0%	-1%	2%	-1.1%	6%	i
CC12CCC(=O)N1C(C(=O)Nc1cc(Cl)ccc1N1CCCC1)CS2 (configuration not stated)	-5%	-2%	-14%	14%	-2%	-26%	2.6%	-4%	i
O=C1CC(=O)Nc2cc(S(=O)(=O)N3CCN(c4cccc(C(F)(F)F)c4)CC3)ccc2N1	0%	0%	0%	-8%	2%	14%[11.3 µM]	2.5%	5%	i
O=C(CSc1nc(-c2ccc(Cl)cc2)nc2c1Cc1ccccc1O2)N1CCCCC1	2%	nt	4%	13%	nt	2%	8.7%	-3%	i

This is a subset, so the mix of outcomes need not match the whole.
